Source: PubChem BioAssay
MRP reversal = compounds reversing MRP-mediated drug resistance; H69AR cells + 2 uM doxorubicin, CellTiter-Glo, 72 h; differential viability (reversal), % at 10 µM; 85,000 tested, 0.04% active; AID 602;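 active = viability drop by adding the cancer drug above about 55%, with treated viability meeting a 40% cutoff, limit read from the data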;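 note: viability without doxorubicin minus viability with 2 µM doxorubicin for each compound; larger differential means the compound sensitizes cells more to doxorubicin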
PLAP inhibitors HTS = inhibition of human placental alkaline phosphatase – biochemical, luminescence, HTS (AID 690). purified PLAP, luminescent substrate; higher % means a stronger effect. inhibition, % at 20 µM, or IC50 in µM where a hit was titrated. 96,000 tested, 0.08% active; in the data active = a potency from the dose series; inactive = the rest, 99 in 100 with inhibition below about 30%; note: strong numbers were not always called active
NFkB transloc pot = enhances IL-1B driven NFkB nuclear translocation | 94,000 tested, 0.3% active | HUVEC IL-1B NFkB p65 nuclear translocation imaging | AID 819 | activation, % at 2 µM;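 active = activation above 40%, about the mean plus 3 SD, also judged a hit on visual image review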;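 note: percent activation is computed from the nuclear over cytoplasmic p65 intensity ratio; values of inactives mirror those of a sister screen read the other way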
NFkB transloc inh = blocks IL-1B driven NFkB nuclear translocation in HUVEC cells; HUVEC IL-1B NFkB p65 nuclear translocation imaging; inhibition, % at 2 µM; 94,000 tested, 0.43% active; AID 796;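 active = inhibition above about 30% together with a positive call from visual inspection of the well image, limit read from the data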;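 note: nuclear over cytoplasmic p65 intensity ratio measured by imaging; 0% = IL-1B stimulated DMSO wells and 100% = unstimulated DMSO wells; values of inactives mirror those of a sister screen read the other way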
Bcl-B TR3 displacers = displacers of TR3 peptide from Bcl-B, primary screen, selectivity assay for Bfl-1 inhibitor project, biochemical, fluorescence polarization | FP displacement of FITC-TR3 peptide from Bcl-B; higher % means a stronger effect | displacement, % at 20 µM, or IC50 in µM where a hit was titrated | AID 748 | 96,000 tested, 0.11% active;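 active = displacement above 50% at 20 µM plus a fluorescence interference ratio under 1.5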;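 note: plate controls were wells without compound for no effect and wells lacking Bcl-B protein for full effect; a part of the inactive calls stands beside numbers as strong as those of hits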
MRP reversal cytotoxicity = further read-out of MRP reversal, marked with its call; viability, %; H69AR cells, CellTiter-Glo, 72 h; measured here: cytotoxicity without doxorubicin
MRP reversal with doxorubicin = further read-out of MRP reversal, marked with its call; viability, %; measured here: viability with 2 uM doxorubicin; stronger effect = lower value
NFkB transloc inh cell count 2 µM = second read-out of NFkB transloc inh, no call of its own (marks repeat the call); cell count; measured here: cells passing quality filter;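 raw number of nuclei counted in each imaged well without normalization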
NFkB transloc pot cell count 2 µM = also measured in NFkB transloc pot; calls as there; cell count; measured here: cells passing quality filter
Starred values were filed as active, the others as inactive; x = no result given.

SMILES	MRP reversal	MRP reversal cytotoxicity	MRP reversal with doxorubicin	PLAP inhibitors HTS	NFkB transloc pot	NFkB transloc pot cell count 2 µM	NFkB transloc inh	NFkB transloc inh cell count 2 µM	Bcl-B TR3 displacers
Cn1nnnc1Sc1ncnc2scc(-c3ccccc3)c12	x	x	x	12%	x	x	x	x	-6%
CCN(CC)S(=O)(=O)c1ccc2[nH]cc(C(=O)NCCCN3CCCCC3C)c(=O)c2c1 (configuration not stated)	16	104	88	-51%	10	190	-10	190	-8%
COc1ccc(NC(=O)NCc2cccnc2)cc1OC	-10	83	93	-2%	-17	89	17	89	-15%
CCCCn1c(SCC(=O)OCC)nc2c1c(=O)[nH]c(=O)n2C	15	99	85	6%	10	65	-10	65	-6%
O=C(CSc1nnc2c(Cl)cc(C(F)(F)F)cn12)Nc1ccc2c(c1)OCO2	14	89	75	8%	17	121	-18	121	17%
Cc1cc(=O)oc(C)c1C(=O)NCCc1ccc(F)cc1	-22	94	116	10%	6	169	-6	169	-3%
O=C(Cc1cccc2ccccc12)NNC(=O)Nc1cccc(Cl)c1	x	x	x	-9%	11	123	-11	123	-1%
COc1ccc(NC(=O)c2c3c(nc4ccccc24)CCC3)cc1	x	x	x	17%	9	163	-9	163	1%
O=C(CN(Cc1ccccc1)C(=O)CCC(=O)Nc1ccccn1)NCc1ccco1	2	95	93	-10%	12	187	-12	187	-7%
COc1cccc(-c2ccc(C#N)c(OC(=O)c3c(Cl)cccc3Cl)n2)c1	-7	44	51	7%	-5	164	5	164	12%
CSCCC(NC(=O)CCN1C(=O)c2ccccc2C1=O)C(=O)O (configuration not stated)	12	109	97	3%	3	158	-3	158	-2%
Cc1cc(C(=O)CSc2nnc(-c3ccccc3)n2-c2ccccc2)c(C)n1-c1ncn[nH]1	-3	106	109	-75%	-8	132	8	132	-5%
O=C(N/N=C/c1ccc(Br)cc1)c1ccccc1-n1cccc1	-22	21	44	0%	0	166	0	166	-3%
Cc1ccc(S(=O)(=O)N2CCN(C(=O)CCC(=O)N3CCc4ccccc43)CC2)cc1	2	86	84	-33%	x	x	x	x	-3%
O=C(COC(=O)c1cc2ccccc2o1)c1ccccc1	-11	94	104	12%	x	x	x	x	3%
CCOC(=O)c1cnc(SCc2ccc(C(C)(C)C)cc2)nc1N	-4	68	71	22%	-2	101	2	101	-9%
O=C(NCCCCC(NC(=O)c1ccc([N+](=O)[O-])cc1)C(=O)O)c1ccc([N+](=O)[O-])cc1 (configuration not stated)	x	x	x	-2%	8	164	-8	164	5%
O=C1CC(C(=O)Nc2cccc3ccccc23)C2(CCCC2)O1 (configuration not stated)	-35	76	112	-2%	14	162	-14	162	7%
O=C(Nc1ccccc1)NC1(C(=O)N2CCN(c3ncccn3)CC2)CCCCC1	-5	94	98	31%	-6	102	6	102	-18%
CCCCC(=O)Nc1nn(CC(C)C)c2nc3ccccc3cc12	4	80	75	0%	4	168	-4	168	-10%
Cc1ccc(NC(=O)c2cc(S(=O)(=O)Nc3ccc(C)cc3)cs2)cc1	x	x	x	x	3	155	-3	155	x
CCOC(=O)c1c(NC(=O)CSc2nnc(C)s2)sc2c1CCN(C)C2	-8	76	84	-32%	-1	158	1	158	-6%
COCCCNS(=O)(=O)c1ccc(OC)c(Cl)c1Cl	-13	90	103	15%	-1	133	1	133	-12%
Cc1ccc(OCc2nnc(SCc3ccc(C#N)cc3)n2-c2ccc(C)cc2)cc1	-2	103	105	-30%	15	171	-15	171	-4%
CCOC(=O)C1=C(C(C)=O)C(c2cccnc2)C(C#N)=C(N)O1 (configuration not stated)	-12	96	108	20%	19	126	-19	126	-2%
Cc1cccc2c1[nH]c1nc(N/N=C\c3ccco3)nnc12	x	x	x	-13%	0	192	0	192	-1%
COc1cccc(NC(=O)c2oc3ccccc3c2NC(=O)c2ccc3c(c2)OCO3)c1	-7	87	94	2%	-14	114	14	114	14%
Cc1cccc(C2NC(=O)c3c(sc(C)c3C)N2)c1O (configuration not stated)	-6	69	76	2%	0	166	0	166	-16%
Cn1c(CN2CCCCC2)c(C#N)c2ccccc21	21	92	71	-23%	5	171	-5	171	-2%
CCOC(=O)N1CCN(C(=O)CCN2C(=O)COc3ccc(C)cc32)CC1	x	x	x	3%	13	133	-13	133	-1%
Cc1cc(C)cc(NC(=O)CC2NCCNC2=O)c1 (configuration not stated)	12	97	85	-7%	15	193	-15	193	-8%
NC(=O)c1ccsc1NC(=O)C1CCCN1S(=O)(=O)c1ccc(Cl)cc1 (configuration not stated)	20	74	54	-9%	7	117	-7	117	-11%
COC(=O)c1cn[nH]c1NC(=S)Nc1ccc(Cl)c(Cl)c1	9	100	92	-146%	8	150	-8	150	-4%
Cc1cc(Cl)c(S(=O)(=O)N2CCCC2)cc1OCC(=O)NC1CCCCC1	2	84	82	-98%	-2	112	2	112	-6%
O=C(c1ccc(N2CCCCC2)c([N+](=O)[O-])c1)N1CCOCC1	x	x	x	12%	5	116	-5	116	-6%
C=COCCNC(=O)Nc1ccc(Cl)c(Cl)c1	x	x	x	x	19	130	-20	130	x
CCCOc1cccc(C(=O)N(Cc2ccco2)C2CCS(=O)(=O)C2)c1 (configuration not stated)	11	91	80	x	23	123	-23	123	x
Brc1ccc(-c2nnc3n2CCCCC3)cc1	0	95	95	10%	-2	209	2	209	8%
CCCN(CCC)CCNS(=O)(=O)c1ccc2c(c1)oc(=O)n2C	1	97	97	5%	-2	120	2	120	-5%
Cc1cc(-n2[nH]c(C)c(C)c2=O)nc(-c2ccccc2O)n1	-22	16	38	-149%	x	x	x	x	-1%

Single records, from the list above. Screens in order: MRP reversal	MRP reversal cytotoxicity	MRP reversal with doxorubicin	PLAP inhibitors HTS	NFkB transloc pot	NFkB transloc pot cell count 2 µM	NFkB transloc inh	NFkB transloc inh cell count 2 µM	Bcl-B TR3 displacers
`Cc1cc(Cl)c(S(=O)(=O)N2CCCC2)cc1OCC(=O)NC1CCCCC1` as listed: 2	84	82	-98%	-2	112	2	112	-6%
`Cc1cc(C)cc(NC(=O)CC2NCCNC2=O)c1` (configuration not stated) as listed: 12	97	85	-7%	15	193	-15	193	-8%

Remaining list, next part
SMILES	MRP reversal	MRP reversal cytotoxicity	MRP reversal with doxorubicin	PLAP inhibitors HTS	NFkB transloc pot	NFkB transloc pot cell count 2 µM	NFkB transloc inh	NFkB transloc inh cell count 2 µM	Bcl-B TR3 displacers
CCOc1ccc(-n2cnnn2)cc1S(=O)(=O)NCc1ccccc1	-3	90	93	15%	2	167	-2	167	-7%
O=C(NCc1cccnc1)c1cnc2sccn2c1=O	5	99	94	-12%	x	x	x	x	-3%
Cc1ccc(CCNC(=O)c2coc3nc4ccccc4nc23)cc1	-13	97	110	-4%	11	194	-11	194	-71%
CCOc1ccccc1NC(=O)c1cc(Cl)ccc1NC(=O)c1ccco1	-9	29	38	13%	14	139	-14	139	1%
Cc1nn(Cc2cccc(F)c2)c(C)c1NC(=O)c1c([N+](=O)[O-])c(C)nn1C	x	x	x	-2%	-14	192	14	192	0%
COc1ccc(S(=O)(=O)NCc2cccs2)cc1	x	x	x	17%	-4	168	4	168	-2%
Cc1ccc(C(c2nnnn2CS(=O)(=O)c2ccc(C)cc2)N2CCN(c3ncccn3)CC2)cc1 (configuration not stated)	-8	90	99	x	5	66	-4	66	x
CC(/C=N/Nc1nc(N2CCCCC2)nc(N2CCCCC2)n1)=C\c1ccccc1	x	x	x	2%	19	166	-19	166	-15%
COC(=O)Nc1ccc(S(=O)(=O)N2CCCCCC2)cc1	-13	75	88	x	8	174	-8	174	x
COc1ccc(NC(=S)NNC(=O)Cn2nc([N+](=O)[O-])cc2C)cc1	x	x	x	-116%	-4	106	4	106	3%
COc1ccc(C2C(C(N)=O)=C(C)Nc3nc(-c4ccccc4OC)nn32)cc1OC (configuration not stated)	-9	76	84	-12%	-4	145	4	145	-6%
COc1ccc(OC)c(NC(=O)CSc2ccccc2)c1	13	83	70	16%	21	104	-21	104	-8%
CC1=Nn2c(nnc2-c2cccs2)SC1	x	x	x	-4%	17	155	-17	155	-3%
CC1Cc2ccccc2N1C(=O)CSc1nnc2sc3ccccc3n12 (configuration not stated)	-11	96	107	-50%	24	58	-24	58	-13%
COc1ccc(C(C(=O)NC2CCCCC2)N(CC2CCCO2)C(=O)CNC(=O)c2ccco2)cc1 (configuration not stated)	-19	50	69	-59%	-12	106	12	106	-5%
O=C(Oc1nsnc1N1CCOCC1)N1CCCCC1	-12	94	106	x	13	143	-13	143	x
O=C1C=C(NCc2ccc(Cl)cc2)CC(c2ccco2)C1 (configuration not stated)	-5	90	95	0%	-4	85	4	85	19%
Cc1c(C#N)c2ccccc2n1CC(=O)NCc1cccnc1	5	95	90	7%	17	120	-17	120	0%
COCCSc1nnc(NC(=O)C2CCCO2)s1 (configuration not stated)	5	103	98	16%	x	x	x	x	-2%
COc1cccc(-c2ccc(C#N)c(OC(=O)c3ccc(Cl)cc3)n2)c1	-13	9	22	-24%	9	83	-9	83	1%
COc1ccc(S(=O)(=O)NC(CC(=O)NCc2ccccc2OC)c2ccco2)cc1 (configuration not stated)	-7	85	92	3%	2	104	-2	104	0%
O=C(NC1CC2CCCC(C1)N2C(=O)N1CCCCC1)C1CCCCC1 (configuration not stated)	8	100	92	-29%	2	156	-2	156	4%
COc1ccc2c(c1)nc1n2CN(CC2CCCO2)CN1Cc1ccccc1 (configuration not stated)	-30	25	55	0%	x	x	x	x	8%
CCOC(=O)N1CCN(C(=O)COc2ccc(S(=O)(=O)NCC(C)C)cc2C)CC1	2	82	80	-89%	8	202	-8	202	8%
O=C(Nc1cccc(Br)c1)c1ccc2nc(N3C(=O)CCC3=O)sc2c1	x	x	x	-8%	-9	88	9	88	3%
CSc1nnc(-c2ccccc2Cl)o1	28	104	76	12%	25	183	-25	183	3%
Cc1ccc2[nH]c3c(=O)n(Cc4ccncc4)cnc3c2c1	2	88	87	-2%	1	186	0	186	-1%
Cc1ccc(NC(=O)C(=O)NC2CCCCC2)cc1	-17	79	96	16%	25	184	-25	184	-5%
CCOC(=O)NC1(NCC(C)C)Oc2ccccc2O1	x	x	x	-13%	13	167	-13	167	-4%
COc1ccc(/C=N/NC(=O)c2ccccc2)cc1CN1CCN(c2ccc(F)cc2)CC1	x	x	x	-7%	-7	79	7	79	4%

3 structures from above, ordered by length of the SMILES, lowest first:
SMILES	MRP reversal	MRP reversal cytotoxicity	MRP reversal with doxorubicin	PLAP inhibitors HTS	NFkB transloc pot	NFkB transloc pot cell count 2 µM	NFkB transloc inh	NFkB transloc inh cell count 2 µM	Bcl-B TR3 displacers
Cc1ccc(NC(=O)C(=O)NC2CCCCC2)cc1	-17	79	96	16%	25	184	-25	184	-5%
O=C(NC1CC2CCCC(C1)N2C(=O)N1CCCCC1)C1CCCCC1 (configuration not stated)	8	100	92	-29%	2	156	-2	156	4%
CCOC(=O)N1CCN(C(=O)COc2ccc(S(=O)(=O)NCC(C)C)cc2C)CC1	2	82	80	-89%	8	202	-8	202	8%

Other entries follow.
SMILES	MRP reversal	MRP reversal cytotoxicity	MRP reversal with doxorubicin	PLAP inhibitors HTS	NFkB transloc pot	NFkB transloc pot cell count 2 µM	NFkB transloc inh	NFkB transloc inh cell count 2 µM	Bcl-B TR3 displacers
CCc1ccc2[nH]c(=O)c(CN(Cc3nnnn3C3CCCC3)C3CCCCC3)cc2c1	5	12	7	-64%	x	x	x	x	-20%
Cc1cc(C)nc(SCc2nnc(SCC(=O)OC3CCCCC3)o2)n1	-17	91	107	-26%	-5	90	5	90	4%
O=C(Nc1ccc(S(=O)(=O)NCc2cccnc2)cc1)c1ccco1	4	98	94	14%	15	184	-15	184	-2%
Cn1c(=O)c2c(nc(CN3CCc4ccccc4C3)n2CCc2ccccc2)n(C)c1=O	20	91	71	x	-5	165	5	165	x
OC(CNCc1ccco1)COc1ccccc1 (configuration not stated)	-3	102	106	14%	-4	163	4	163	0%
CCOCCN(C(=O)COC)c1cccc(OC)c1	6	100	94	-15%	-8	79	8	79	11%
O=C(Cc1ccc(Br)cc1)N1CCN(c2ccccc2O)CC1	x	x	x	-82%	-9	51	9	51	9%
CC(C)(C)C(=O)Nc1ccnc(-c2cccnc2)n1	x	x	x	6%	9	163	-9	163	-6%
CCOc1cc2c(C#N)c(N3CCNCC3)nc(N)c2c(N)n1	x	x	x	6%	-4	189	4	189	45%
CC(C)(C)C(=O)Nc1ccc(C(=O)OC2CCCCC2)cc1	14	51	37	20%	-10	112	10	112	-2%

Only part of the results is shown, so the mix of outcomes need not match the whole.
